# NadD block = inhibitors of S. aureus NadD, primary screen, biochemical, colorimetric, uHTS; Nicotinate-nucleotide adenylyltransferase NadD (Staphylococcus aureus N315); purified NadD enzyme, colorimetric absorbance read-out; inhibition, % at 20 µM; 360,000 tested, 0.78% active; AID 602399, 2012; in the data active = inhibition above about 26%; also: some compounds past the cut are filed as inactive
# MsrA inh = bovine MsrA enzyme inhibitors, primary screen, biochemical, absorbance, HTS; Methionine sulfoxide reductase A (Bos taurus); purified bovine MsrA, absorbance read-out; inhibition, % at 15.5 µM; 360,000 tested, 0.75% active; in the data active = inhibition above about 4.5%;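 also: 0% = vehicle wells with enzyme and 100% = reference inhibitor wells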
# LMPTP inh = LMPTP phosphatase inhibitors, primary screen, biochemical, fluorescence intensity, uHTS. Low molecular weight phosphotyrosine protein phosphatase (Homo sapiens), P24666. recombinant LMPTP-A, OMFP fluorogenic substrate. inhibition, % at 20 µM. 360,000 tested, 0.22% active;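 active = compounds that cut the enzyme signal by at least half of the control window in the single-dose screen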;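 also: plate controls were DMSO wells with enzyme plus substrate for no effect and substrate without enzyme for full effect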
# Target sequence (P24666 whole entry, looked up): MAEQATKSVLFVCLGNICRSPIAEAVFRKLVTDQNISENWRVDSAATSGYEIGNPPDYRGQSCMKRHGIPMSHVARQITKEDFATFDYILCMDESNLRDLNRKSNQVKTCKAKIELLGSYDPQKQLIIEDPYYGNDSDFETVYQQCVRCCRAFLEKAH
#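 Test system – LMPTP-A phosphatase enzyme · Quantity – 0.625 nM LMPTP-A final · Reagent – OMFP substrate, 400 µM final · Dosing – one test concentration per compound, 20 µM, with 3% DMSO overall · Timing – 50 min enzyme reaction at room temperature, protected from light · Detection – fluorescence intensity · Controls – substrate-only low control, DMSO enzyme-plus-substrate high control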
# Rpn11 block = Rpn11 (PSMD14) deubiquitinase inhibitors, primary screen, biochemical, fluorescence polarization, uHTS; calls only at 20 µM; 26S proteasome non-ATPase regulatory subunit 14 (Homo sapiens), O00487; AID 588493, 2011; human 26S proteasome, Ub4-pepOG fluorescence polarization; 20S core pre-blocked with epoxomicin; 360,000 tested, 0.59% active;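 active = inhibition at 20 µM, scaled to each plate's controls, above about 33%, limit read from the data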
# Target sequence (O00487 whole entry, looked up): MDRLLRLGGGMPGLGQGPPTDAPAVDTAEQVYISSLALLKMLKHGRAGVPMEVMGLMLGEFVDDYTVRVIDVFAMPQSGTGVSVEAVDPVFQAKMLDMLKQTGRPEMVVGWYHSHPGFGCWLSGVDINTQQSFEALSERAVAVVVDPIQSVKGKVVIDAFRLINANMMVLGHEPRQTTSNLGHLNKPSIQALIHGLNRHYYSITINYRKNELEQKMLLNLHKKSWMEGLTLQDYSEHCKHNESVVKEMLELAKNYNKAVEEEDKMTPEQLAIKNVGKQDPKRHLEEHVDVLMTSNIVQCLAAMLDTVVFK
# CSN deneddyl inh = inhibitors of CSN-mediated cullin deneddylation, primary screen, biochemical, fluorescence polarization, uHTS; Purified CSN, SCF-Nedd8-OG deneddylation; inhibition, % at 12.5 µM; 360,000 tested, 0.38% active;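 active = pattern-corrected inhibition above about 35%, with an unprinted fluorescence ratio check between 0.5 and 1.5, limit read from the data, passing the limit was not always enough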;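 also: 0% = enzyme with substrate and 100% = substrate without enzyme; some results filed as inactive read as strong as hits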
# Target sequence (Q92905 whole entry, looked up, one chain of several): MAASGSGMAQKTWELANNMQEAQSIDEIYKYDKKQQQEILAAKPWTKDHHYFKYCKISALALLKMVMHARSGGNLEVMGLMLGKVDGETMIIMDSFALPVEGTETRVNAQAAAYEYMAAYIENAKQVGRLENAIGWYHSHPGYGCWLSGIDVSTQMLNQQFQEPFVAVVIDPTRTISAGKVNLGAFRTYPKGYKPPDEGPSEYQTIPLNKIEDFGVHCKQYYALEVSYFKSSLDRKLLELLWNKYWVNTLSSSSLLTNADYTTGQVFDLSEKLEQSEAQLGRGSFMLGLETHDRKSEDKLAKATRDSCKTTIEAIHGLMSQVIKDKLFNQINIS
#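 Assay system: HEK293T-derived human Csn5 enzyme; quantity: 0.24 nM enzyme; medium: Tris/NaCl/DTT buffer, pH 7.5; also added: substrate SCFSkp2-Nedd8OG, 10 nM; doses: 12.5 µM compound; schedule: 90 min reaction at room temperature; signal: FP; read-out: % inhibition of substrate cleavage by Csn5; benchmarks: substrate-only high control, full reaction low control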
# Tb MetRS inh = T. brucei MetRS inhibitors, primary screen, biochemical, luminescence. methionyl-tRNA synthetase (Trypanosoma brucei brucei). purified T. brucei MetRS, ATP depletion, Kinase-Glo luminescence. inhibition, % at 11.9 µM. 360,000 tested, 0.4% active. AID 624268, 2012;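 active = inhibition above a per-plate cutoff of the control wells' mean inhibition plus 3 SD, cut at about 5.5% in these data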;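 also: 0% = DMSO wells median and 100% = median of wells with control inhibitor compound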
#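 Assay system: T. brucei methionyl-tRNA synthetase, purified | Medium: HEPES buffer with MgCl2, KCl, DTT, spermine, BSA, pyrophosphatase | Compound: 11.9 µM single point | Incubation: 15 min enzyme-compound preincubation, 2 h reaction, 10 min detection, 25 °C | Measured by: Kinase-Glo luciferase luminescence reporting remaining unconsumed ATP | Measure: % inhibition normalized to control-well medians | Replication: Singlicate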
# SUMO1 PPI mod = modulators of SUMO1 protein-protein interactions, primary screen, biochemical, uHTS; Small ubiquitin-related modifier 1 (Homo sapiens), P63165; SUMO1 binding to a labelled peptide, TR-FRET, 1 h; inhibition, % at 20 µM; 360,000 tested, 0.33% active; AID 602429, 2012; in the data active = inhibition above about 37%
# Target sequence (P63165 whole entry, looked up): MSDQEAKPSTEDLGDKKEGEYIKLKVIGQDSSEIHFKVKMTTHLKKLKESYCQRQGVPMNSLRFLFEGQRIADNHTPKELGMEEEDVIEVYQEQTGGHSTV
# STEP inh = STEP phosphatase inhibitors, primary screen, biochemical, fluorescence intensity, uHTS; 360,000 tested, 0.25% active; Tyrosine-protein phosphatase non-receptor type 5 (Homo sapiens), P54829; recombinant STEP, OMFP fluorogenic substrate; inhibition, % at 20 µM; AID 588621, 2011;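 active = inhibition at 20 µM, scaled per plate between control wells, above about 37%, limit read from the data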;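 also: 0% = DMSO with enzyme and substrate and 100% = substrate only without enzyme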
#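 Assay system: isolated STEP enzyme. Buffer or medium: pH 6.0 Bis-Tris with DTT and Tween 20. Also added: fluorogenic phosphatase substrate OMFP at 25 µM final. Dosing: 20 µM, 1% DMSO. Timing: 20 min reaction, room temperature, in the dark. Measured by: fluorescence intensity, excitation 480 nm, emission 540 nm. Evaluation: normalized % inhibition.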
# Scp1 inh = Scp-1 phosphatase inhibitors, primary screen, biochemical, colorimetric, uHTS; Carboxy-terminal domain RNA polymerase II polypeptide A small phosphatase 1 (Homo …; inhibition, % at 20 µM; AID 493091, 2011; Recombinant Scp1, phosphopeptide, malachite green phosphate absorbance; 340,000 tested, 0.88% active;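 active = inhibition above about 50% at 20 µM, limit read from the data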;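 also: plate controls were DMSO wells with enzyme for no effect and wells lacking enzyme for full effect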
#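 Material: truncated SCP-1 phosphatase (76-261aa) / Buffer or medium: 50 mM Tris acetate pH 5.5, 0.005% Tween-20, 10 mM MgCl2 / Compound dosing: one concentration, 20 µM, with 1.0% DMSO / Incubation: 45 min room-temperature reaction, 5 min colour, 30 min stabiliser / Detection: colorimetric free-phosphate detection, absorbance 630 nm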
# DNMT1 inh = human DNMT1 methyltransferase inhibitors, primary screen, biochemical, molecular beacon, fluorescence, HinP1I cleavage, uHTS; DNA (cytosine-5)-methyltransferase 1 (Homo sapiens), P26358; inhibition (reported as % activation of signal), % at 10 µM; 360,000 tested, 0.83% active; AID 588458, 2011; in the data active = inhibition above about 50%
# Active calls of the source: *; i = inactive; / = no result given; + = active, no number.
SMILES,NadD block,MsrA inh,LMPTP inh,Rpn11 block,CSN deneddyl inh,Tb MetRS inh,SUMO1 PPI mod,STEP inh,Scp1 inh,DNMT1 inh
CCOc1nc(Nc2ccc(F)cc2)nc(N2CCN(c3ccc(OC)cc3)CC2)n1,3,0.5,0.4,i,-1,-1.0,1,1,-8,-11
O=C(CN1CCN(c2ccccc2)CC1)Nc1ccc(Oc2ccccc2)cc1,-8,-0.4,0.8,i,1,-0.1,-1,-2,3,-7
Cc1ccc(Cn2ccc(NC(=O)c3cc(-c4ccc(F)cc4)on3)n2)cc1,15,0.2,-1.4,i,1,-0.1,1,-3,0,6
CN1CCc2nc(SCC(=O)Nc3ccc(Cl)cc3)c(C#N)cc2C1,3,0.5,2.6,i,1,2.3,-4,5,5,-16
COc1ccc(CN2CCC[C@]3(N[C@H](c4ccccc4)[C@@H]4C(=O)N(C)C(=O)[C@@H]43)C2=O)cc1,2,2.0,-2.0,i,2,-1.3,4,-3,/,10
CCNc1nc(Oc2ccc(=O)n(-c3ccccc3)n2)nc(N2CCOCC2)n1,-1,-0.6,-1.3,i,1,-0.6,-2,-8,6,0
O=c1[nH]c(N2CCN(Cc3ccc4c(c3)OCO4)CC2)nc2c1CCCC2,-3,-1.7,0.3,i,-13,-0.7,3,0,-9,-1
O=C(NC(Cc1c[nH]c2ccccc12)C(=O)Nc1ccc(OC(F)(F)F)cc1)c1cccs1 (stereo not drawn),-2,-0.1,3.3,i,5,0.3,-1,-2,-3,-14
Cc1cc(NC(=O)c2cccc(S(=O)(=O)N3CCC(C)CC3)c2)no1,-1,-1.6,-0.1,i,-4,-0.3,2,-5,-4,1
Oc1ccc(NCc2cccs2)cc1,0,0.1,8.7,i,-4,1.7,-2,0,6,-3
CCCCNC(=O)CSc1nc(O)c(Cc2ccc(OC)cc2)c(=O)[nH]1,-6,-0.7,-2.0,i,-5,-0.9,2,-1,4,-2
Cc1ccc(-c2nnn(CC(=O)N(Cc3ccccc3)C(C(=O)NC3CCCC3)c3ccncc3)n2)o1 (stereo not drawn),8,0.6,0.3,i,-10,-0.4,-1,2,6,-7

# Single records, as listed above:
# Oc1ccc(NCc2cccs2)cc1 across the screens: NadD block: 0; MsrA inh: 0.1; LMPTP inh: 8.7; Rpn11 block: i; CSN deneddyl inh: -4; Tb MetRS inh: 1.7; SUMO1 PPI mod: -2; STEP inh: 0; Scp1 inh: 6; DNMT1 inh: -3
# CCNc1nc(Oc2ccc(=O)n(-c3ccccc3)n2)nc(N2CCOCC2)n1 across the screens: NadD block: -1; MsrA inh: -0.6; LMPTP inh: -1.3; Rpn11 block: i; CSN deneddyl inh: 1; Tb MetRS inh: -0.6; SUMO1 PPI mod: -2; STEP inh: -8; Scp1 inh: 6; DNMT1 inh: 0

# (listing goes on)
SMILES,NadD block,MsrA inh,LMPTP inh,Rpn11 block,CSN deneddyl inh,Tb MetRS inh,SUMO1 PPI mod,STEP inh,Scp1 inh,DNMT1 inh
O=C(c1ccc(Cl)c(S(=O)(=O)N2CCCCC2)c1)N1CCCC(C(F)(F)F)C1 (stereo not drawn),-7,-1.2,-0.2,i,0,-0.3,-1,0,0,6
NC(=O)COC(=O)CCCSc1nc2ccccc2s1,-5,-0.5,-0.7,i,-9,0.8,0,-1,-12,1
CN(Cc1ccco1)C(=O)c1c[nH]c2ccc(S(=O)(=O)Nc3ccc4c(c3)OCCO4)cc2c1=O,-3,0.4,1.1,i,2,-0.4,3,4,13,15
C=CCc1cccc(Cl)c1OCCCNC1CCCC1,-7,-0.9,-3.2,i,0,-1.3,4,0,-5,-3
CCOC(=O)Cc1csc(NC(=O)Cn2c(=O)oc3ccccc32)n1,0,0.1,0.7,i,3,-0.5,3,1,1,0
C=CCN1c2ccccc2[C@]23C[C@@H](C(=O)OC)N(C(=O)OCC)C2=NC(C(=O)OC)=C(C(=O)OC)[C@H]13,5,-0.2,-1.4,i,2,-0.3,-2,-3,-8,-8
CC12CN3CC(C)(CN(C1)C3c1ccc3ccccc3c1O)C2=O (stereo not drawn),-3,-0.4,0.8,i,4,-0.1,-1,1,-2,-5
Cn1cnnc1SCC(=O)NNC(=O)c1ccc(Cl)cc1,-7,-0.3,-2.6,i,-8,-1.2,1,0,-3,4
CCCSc1nc2sc3c(c2c(=O)[nH]1)CCN(Cc1ccccc1)C3,15,/,7.8,+,12,-0.5,16,1,-12,36
COc1ccc(C)cc1NC(=O)NNC(=O)C1CCC(C(C)(C)C)CC1 (stereo not drawn),-3,0.0,-1.9,i,-4,-0.7,-2,3,-6,-5
COc1ccc(/C=N/NC(=O)C(=O)NCC2CCCO2)cc1 (stereo not drawn),-7,2.2,-1.1,i,5,0.0,-11,-2,-8,2
COc1ccc(NC2CCCN(C(=O)c3ccc(C)c(N4CCNC4=O)c3)C2)cc1 (stereo not drawn),8,-1.1,0.2,i,-4,0.0,1,1,-4,-2
O=c1cc(C(F)(F)F)[nH]c2ccccc12,3,-0.4,-0.1,i,1,-0.2,4,-2,-11,0
COCC(=O)Nc1nnc(C2CCCCC2)s1,-1,-0.5,-2.1,i,2,-0.7,-2,0,-4,2
COc1ccc(-c2nc(CS(=O)CC(=O)NCCN3CCCCC3C)c(C)o2)cc1OC (stereo not drawn),-5,-1.0,2.0,i,15,-0.9,0,-1,5,2
N/C(=N\NS(=O)(=O)c1cc(C(F)(F)F)cc(C(F)(F)F)c1)c1ccccn1,-5,-0.8,0.7,i,-3,-0.1,5,3,0,5
COc1ccc(N(C(=O)CNC(=O)c2cccs2)C(C(=O)NCC2CCCO2)c2ccccc2)c(OC)c1 (stereo not drawn),6,-0.7,0.5,i,-1,0.0,-3,0,-10,-1
Cc1ccc(N=Nc2c(C)[nH][nH]c2=O)c(C)c1,-5,1.6,1.4,i,0,-0.4,-48,4,-8,-16
CCO[C@H]1OC(C(N)=O)=C[C@@H](c2csc3ccccc23)[C@@H]1CCCO,4,0.1,1.4,i,-5,0.0,5,-1,-6,-4
Cc1ccc(C(=O)OCC(=O)Nc2cccc(Cl)c2C)c(O)c1,-6,-0.8,-3.2,i,0,0.5,-3,0,-1,14
CN(C)S(=O)(=O)c1cc([N+](=O)[O-])ccc1N1CCCCCC1,-2,4.0,1.9,i,4,-0.1,-24,2,-3,-5
CNc1nc(Cl)c(SC)c(NC2CCCCC2)n1,-4,1.2,1.3,i,-1,-1.1,-7,0,-1,5
O=[N+]([O-])c1ccccc1N=NNc1ccccc1,-2,-0.3,0.1,i,5,0.2,-28,3,-5,-2
Cc1c(NC(=O)CCCOc2ccccc2)cccc1[N+](=O)[O-],-2,0.7,0.9,i,0,0.7,-5,-1,-7,-2
CC(=O)Nc1sc2c(c1C(N)=O)CCN(Cc1ccccc1)C2,0,-0.9,0.1,i,5,-1.0,1,1,2,4
CC(C)(C)c1ccc(C(=O)NC(=S)Nc2sc3c(c2C#N)CCC3)cc1,21,1.7,21,i,-13,0.6,4,1,-3,-12
CCOC(=O)c1c(-c2ccc(-c3ccccc3)cc2)csc1NC(=O)CCC(=O)O,-6,-0.9,4.5,i,1,-0.4,30,4,-13,-5
COc1ccc(NS(=O)(=O)c2ccc(NC(=S)NC(=O)/C=C/c3ccc(C)cc3)cc2)nn1,52*,0.8,1.3,i,3,-1.0,31,0,-7,3
Cc1nc(N2CCOCC2)c2oc3ccccc3c2n1,-7,0.4,-0.2,i,1,-0.2,1,0,-14,6
O=C(NCCCc1nc2ccccc2[nH]1)c1cccs1,-1,-1.0,-1.2,i,-8,-0.5,-2,5,-7,1
Cc1ccc(NC(=O)c2ccc(Cl)cc2[N+](=O)[O-])nc1,-2,-0.6,-0.4,i,5,0.3,-13,0,-3,1
O=c1cc(CSc2nnnn2-c2ccccc2)nc(Nc2ccc(F)cc2)[nH]1,18,0.2,34,i,30,1.5,0,13,5,-2
CN1CCN(C(=O)C2C3C=CC(C3)C2C(=O)O)CC1 (stereo not drawn),1,0.3,-6.5,i,1,0.2,2,-2,-3,0
O=C1/C(=N\S(=O)(=O)c2cccs2)C([n+]2ccccc2)=C([O-])c2ccccc21,0,0.5,3.3,i,4,0.0,-29,0,-4,9
CSc1ccccc1OCc1cc(C(=O)N2CCN3CCCC3C2)no1 (stereo not drawn),-4,-1.6,-0.4,i,1,-0.4,2,-2,-9,-2
CN(Cc1ccccc1F)C(=O)CN1c2cccc3cccc(c23)S1(=O)=O,-4,-0.1,-1.0,i,-6,-0.4,-15,0,-4,-4
COCCN(Cc1ccccc1)P(=O)(O)c1ccccc1OCC(=O)O,-3,-1.0,0.5,i,-4,-1.8,-1,-7,0,4
Cc1cccc(N(C2C=CS(=O)(=O)C2)S(=O)(=O)c2ccccc2)c1 (stereo not drawn),4,-0.9,-1.9,i,3,-0.3,-2,3,-5,-2
Fc1ccccc1C1CCN(Cc2nc(CC3CC3)no2)C1 (stereo not drawn),-2,0.8,-0.3,i,0,-1.1,0,-2,-6,-4
CCc1ccc(O)c(N=Cc2ccccc2O)c1,3,-0.6,-0.8,/,21,-1.2,1,-2,-6,-3
O=C(c1ccccc1)c1nn(-c2cccc(Cl)c2)c2nc(-c3ccccc3)cc(=O)n12,1,0.7,2.2,i,-1,-0.4,4,2,1,5

# Source: PubChem (several laboratories)
